Lipid storage S3: qHTS Assay for Lipid Storage Modulators in Drosophila S3 Cells; lipid storage change, negative = inhibition, % at the top dose, mostly 46.1 µM; hits show Potency in µM; Drosophila S3 cells, BODIPY lipid droplet fluorescence, 18-24 h; cells fed with added oleic acid; 320,000 compounds, 0.64% hits; active = well fitted inhibition curve with a large enough effect in the signal ratio, with a control signal flat, not every such curve was filed as active; inconclusive = small, poorly fitted or top-dose-only effect, or effect the other way, or a change in a side signal; the % refers to the signal ratio
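Drosophila S3 cells loaded with oleic acid (400 uM, as added) and compounds at several concentrations; lipid droplets imaged by 488-nm laser-scanning cytometry, 500–530 nm intensity and object ratio to cell channel. Percent activity normalized to 20 uM Triacsin C.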
Lipid storage S3 cell count max: further read-out of Lipid storage S3, marked with its call; cell number change, %; measured here: cell count max response;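 cells counted by Cell Tracker Red CMTPX staining in the red channel; peak over a dose series mostly up to 46.1 µM; percent activity relative to internal control wells on each plate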
An asterisk follows results filed as active; i = inactive; ? = inconclusive; nt = no result given; [ ] = another dose, or the depositor's remark. % is set by controls: 0 for no effect and ±100 for the full control effect; potency is the fitted concentration of half-maximal effect. Only part of the results is shown; rates above refer to the full screens.

Values run as follows: Lipid storage S3	Lipid storage S3 cell count max
O=C(CN1CCN(c2cccc(Cl)c2)CC1)NCc1ccccc1
→ ?	nt
C=CCn1c(N)c(C(=O)NC2CCCCC2)sc1=S
→ 15%	13
COc1ccccc1/C=C/C(=O)OCC(=O)c1c(N)n(C)c(=O)n(C)c1=O
→ ?	nt
O=C(O)CSc1c[nH]c2ccccc12
→ ?	nt
COCCN(CCOC)c1nc(-c2ccccc2)nc2ccccc12
→ ?	nt
C=CCNC(=O)CCCOc1ccc(C)cc1
→ ?	nt
COC(=O)c1sc2ncccc2c1OCc1ccc(Cl)cc1
→ 4%	-8
CCc1ccc(N2CC(C(=O)N/N=C/c3cccc([N+](=O)[O-])c3)CC2=O)cc1 (stereo not given)
→ i	11
COc1ccc(NC(=O)c2cc([N+](=O)[O-])ccc2NC(=O)CNC2CCCCC2C)c(OC)c1 (stereo not given)
→ ?	nt
Cc1cc(C)cc(NC(=O)Nc2cnccn2)c1
→ ?	nt
C=CCNC(=S)NNC(=O)CCC(O)CCCCC (stereo not given)
→ ?	nt
COc1ccccc1C(=O)NCCC(=O)N(C)CC(=O)Nc1ccc(Cl)cc1
→ -7%	3
C=CCn1c(SCc2ccc(C#N)cc2)nnc1-c1ccc(C)cc1
→ -6%	-16
CN(C)/C(=N\S(=O)(=O)c1ccc(Br)cc1)c1ccccc1
→ 0%	6
COc1ccc(/C=C/c2cc(-c3ccc(C)cc3)o[n+]2C)cc1
→ ?	nt
CCCN1CCN(CCCNC(=O)c2cc3c(s2)-c2ccccc2OC3)CC1
→ ?	nt
COc1ccc(C(=O)N/N=c2\oc3ccccc3cc2C(N)=O)cc1
→ -3%	-6
O=C1CNC(=O)/C1=C/c1ccc(Br)cc1
→ 10%	2
NS(=O)(=O)c1ccc(CCNC(=O)c2ccc(-c3ccccc3)cc2)cc1
→ 1%	23
CC1CCCCC1NC(=O)c1cc2c(=O)n3ccccc3nc2n1C (stereo not given)
→ ?	nt
CSC1=N/C(=C/c2ccc(-n3cncn3)cc2)C(=O)N1
→ -12%	-10
CCOC(=O)/C=C1\NC(=O)CS1
→ ?	nt
COc1ccccc1C(=O)NC1CCN(C(=O)Nc2ccc(C)cc2)CC1
→ ?	nt
Cn1c(COc2ccc(Cl)cc2)nnc1SCC(=O)Nc1ccc2c(c1)CCC2
→ ?	nt
COc1ccccc1OCC(O)CN1C(=O)NC(C)(C)C1=O (stereo not given)
→ ?	nt
CC1CN(C)C(C)c2c1oc1ccc([N+](=O)[O-])cc21 (stereo not given)
→ -10%	16
CC(C)S(=O)(=O)c1cnc(N2CCOCC2)nc1N
→ -5%	5
COc1ccc(CNc2ccc([N+](=O)[O-])cc2C)cc1
→ ?	nt
CC1(C)Cc2ccccc2-c2nc3n(c(=O)c21)CCS3
→ -14%	-13
CCCOC(=O)/C(=C\C=C\c1ccco1)NC(=O)c1ccccc1
→ ?	nt
CCS(=O)(=O)N1CCC(C(=O)NC2CCCCCCC2)CC1
→ ?	nt
Cn1c(=O)oc2cc(S(=O)(=O)N3CCCC(C(=O)NCc4cccs4)C3)ccc21 (stereo not given)
→ 20%[9.22 µM]	nt
COc1ccc(C(=O)NCCS(=O)(=O)NCc2ccccc2OC)cc1
→ i	10
NC(=O)c1cnccn1
→ 1%	-8
O=C(CNC(=O)c1ccc(Br)o1)NNC(=O)c1cccc(Cl)c1
→ ?	nt
CCOc1ccc(NC(=O)Cc2c(C(=O)O)n(C)c3ccccc23)cc1
→ 7%	18
CCN(CC)CCCNC(=O)c1cn(C)c(=O)c2c1c1ccccc1n2C
→ 12%	12
O=C(NNS(=O)(=O)c1ccc(F)cc1)c1ccc([N+](=O)[O-])cc1Cl
→ ?	nt
CC(=O)NC(CCS(C)(=O)=O)C(=O)Nc1nccs1 (stereo not given)
→ -7%	nt
O=C(CNC(=O)c1ccc(Cl)cc1Cl)NCc1ccccn1
→ ?	nt
COc1ccccc1-c1sc2cc3c(cc2c1-c1ccc2c(c1)OCO2)OCO3
→ 17%	-4
CCOC(=O)c1sc(S(C)(=O)=O)c2c1CCc1conc1-2
→ ?	nt
CS(=O)(=O)N1N=C(c2ccc(Cl)cc2)CC1c1cccs1 (stereo not given)
→ ?	nt
CC(=O)N1c2ccc(S(=O)(=O)NCCC(=O)Nc3ccccc3C)cc2CC1C (stereo not given)
→ i	0
CN(C)c1ccnc(-n2cccc2/C=N/OCc2cccc(F)c2)c1C#N
→ ?	nt
COc1ccc(Cn2nnnc2C(c2cc3ccc(OC)cc3[nH]c2=O)N2CCCCCC2)cc1 (stereo not given)
→ ?	nt
COC(=O)c1sccc1NC(=O)CN(C)NS(=O)(=O)c1ccc([N+](=O)[O-])cc1
→ i	nt
COC(=O)c1ccc(Oc2c(C(F)(F)F)oc3c(CN4CCN(C)CC4)c(O)ccc3c2=O)cc1
→ ?	nt
O=C(CCCC(=O)N(CC(=O)NC1CCCC1)Cc1ccccc1)Nc1ccccn1
→ 10%	nt
CCOc1[nH]n(-c2ccccc2)c(=O)c1C=Nc1ccc(C(=O)OC)cc1
→ 8%	9

Shown field by field: four of the compounds above
> COc1ccc(Cn2nnnc2C(c2cc3ccc(OC)cc3[nH]c2=O)N2CCCCCC2)cc1 (stereo not given)
  Lipid storage S3: ?
  Lipid storage S3 cell count max: nt
> COC(=O)c1sccc1NC(=O)CN(C)NS(=O)(=O)c1ccc([N+](=O)[O-])cc1
  Lipid storage S3: i
  Lipid storage S3 cell count max: nt
> COC(=O)c1ccc(Oc2c(C(F)(F)F)oc3c(CN4CCN(C)CC4)c(O)ccc3c2=O)cc1
  Lipid storage S3: ?
  Lipid storage S3 cell count max: nt
> O=C(CCCC(=O)N(CC(=O)NC1CCCC1)Cc1ccccc1)Nc1ccccn1
  Lipid storage S3: 10%
  Lipid storage S3 cell count max: nt

Next compounds:
Values run as follows: Lipid storage S3	Lipid storage S3 cell count max
Cc1cc(C(=O)CSc2nn3c(=O)c(C(C)(C)C)nnc3s2)c(C)n1-c1ccc(F)cc1
→ ?	nt
CC(=O)N1N=C(c2ccncc2)OC1(Cc1ccccc1)Cc1ccccc1
→ ?	nt
Cc1ccc(NC(=O)c2ccc(Cn3cc([N+](=O)[O-])cn3)cc2)c(C)c1
→ ?	nt
O=C(CNC(=O)COc1ccccc1)NCCN1CCOCC1
→ 13%	1
CN(CC(=O)Nc1ccc(Cl)c(C(F)(F)F)c1)C(=O)CNC(=O)C1CCCCC1
→ ?	nt
CC1CN(C(=O)CSc2nnc3c(Cl)cc(Cl)cn23)CC(C)O1 (stereo not given)
→ 18%	1
O=C(N/N=C\c1ccc(Cl)cc1)C1=NOC2COC3(CCN(c4ccc([N+](=O)[O-])cc4)CC3)OCC12 (stereo not given)
→ ?	nt
O=C(NNS(=O)(=O)c1ccc(F)cc1)C1CCN(S(=O)(=O)c2ccccc2)CC1
→ ?	nt
CCOCCCNC(=O)c1ccccc1NC(=O)C1=C(C)OCCS1
→ ?	nt
CCN1CCN(CC(O)COC(C)C)CC1 (stereo not given)
→ -1%	-2

(list continues)
compound,Lipid storage S3,Lipid storage S3 cell count max
COc1ccc(C2N(c3ccccc3)CCN2c2ccccc2)cc1O,-11%,-1
Cc1nn(CC(=O)N2CCC(C)CC2)c(=O)c2cccn12,?,nt
COc1ccc(C2C(C#N)=C(N)N(c3ccccc3)C3=C2C(=O)CCC3)cc1Cn1cc([N+](=O)[O-])cn1 (stereo not given),?,nt
O=[N+]([O-])c1cc(S(=O)(=O)N2CCCC2)ccc1OCc1ccccc1,?,nt
C=CCN1C(=O)CSc2ccc(C(=O)NCc3ccco3)cc21,1%,-15
COc1ccc(Nc2nc(N3CCOCC3)nc(N3CCOCC3)n2)c(OC)c1,-27%,12
O=c1oc2ccccc2nc1/C=C(\O)c1ccc(Br)cc1,?,nt
O=C1N(c2ccccc2)C[C@@H]2C[C@@H](c3cc4ccccc4o3)N3CCC[C@@]123,?,nt
O=c1[nH]c2cccnc2n1Cc1ccco1,i,nt
Cc1ccc(SCC(=O)OCC(=O)NCCc2ccccc2)cc1C,17%,-2
NC(=S)n1[nH]c(-c2ccccc2)c(N=Nc2ccccc2C(=O)N2CCOCC2)c1=O,-10%,8
CCOc1ccccc1C(C(=O)NC1CCCC1)N(Cc1ccco1)C(=O)CNC(=O)c1ccco1 (stereo not given),-12%,-13
CC1=C(CC(=O)c2ccccc2)C(=O)c2ccccc2C1=O,-36%,19
COC(=O)NCC(c1cccnc1)N1CCOCC1 (stereo not given),0%,nt
CCc1ccc(/C=N/NC(=O)c2cc(C3CC3)nc3ccc(Br)cc23)s1,?,nt
C=CCn1c(=N)n(CC(=O)c2ccc(Br)cc2)c2ccccc21,-25%,8
CCC(=O)Nc1ccccc1C(=O)OCC(=O)c1cccc2ccccc12,?,nt
COc1ccc(N(CC(=O)Nc2ccc(C)cn2)S(=O)(=O)c2c(C)nn(C)c2C)cc1,?,nt
COc1cccc(NC(=O)NC2CCN(Cc3nnnn3Cc3ccc4c(c3)OCO4)CC2)c1,?,nt
CCOC(=O)c1[nH]c(C)c(C(=O)Nc2ccc(F)cc2)c1C,?,nt
COc1ccccc1N=c1sc2ccccc2n1C,?,nt
COc1cccc(/C=N/Nc2cc(C)nc(-c3ccccc3O)n2)c1O,?,nt
Nc1cc(S(=O)(=O)Nc2cc(Cl)ccc2Cl)ccc1N1CCOCC1,?,nt
O=C(CCCCCn1c(=O)[nH]c2ccsc2c1=O)NCc1ccc(F)cc1,i,nt
COc1ccc(C)cc1S(=O)(=O)N1CCN(C)CC1c1ccccc1 (stereo not given),?,nt
COc1ccccc1N1CCN(C(=O)CCCCn2c(=O)[nH]c3ccsc3c2=O)CC1,?,nt
CCC(=O)N1CCCN(S(=O)(=O)c2ccc(C)cc2)C1c1ccc(OC)cc1 (stereo not given),?,nt
CC1Cc2ccccc2N1c1ncnc2nc[nH]c12 (stereo not given),6%,-12
N#Cc1c(C(F)(F)F)cc(-c2cccs2)nc1SCc1ccc(Cl)nc1,-4%,-20
CCn1ncc(Br)c1C(=O)Nc1c(C)nn(Cc2c(F)c(F)c(F)c(F)c2F)c1C,i,-1

2 entries drawn at random from the list so far:
compound,Lipid storage S3,Lipid storage S3 cell count max
CCc1ccc(/C=N/NC(=O)c2cc(C3CC3)nc3ccc(Br)cc23)s1,?,nt
O=c1[nH]c2cccnc2n1Cc1ccco1,i,nt

Further structures.
compound,Lipid storage S3,Lipid storage S3 cell count max
CCOC(=O)C1CCN(c2ncnc3c2cnn3-c2ccc(Cl)cc2)CC1,?,nt
CC(C)NS(=O)(=O)c1ccc(CCC(=O)NCc2cccnc2)cc1,?,nt
CC1CCC2(CC1)NC(=O)N(Cc1cc(=O)n3ccsc3n1)C2=O (stereo not given),1%,9
Cc1ccc2[nH]c3c(=O)n(CC(=O)Nc4ccccc4N4CCN(C)CC4)ncc3c2c1,?,nt
CC(C)NC[C@@H](O)c1ccc(O)c(O)c1,0%,nt
Cc1cc(NC(=O)CCc2ccc(S(=O)(=O)N3CCOCC3)cc2)n(-c2ccccc2)n1,?,nt
CCCCN(C)C(=O)Cn1ncc2c3ccccc3n(CCC)c2c1=O,i,nt
CC1CCC(C(C)C)C(OCC(O)CN2CCCC(C)C2)C1 (stereo not given),?,nt
COC(=O)c1cc(NC(=O)c2cccc(F)c2)cc(C(=O)OC)c1,?,nt
CCS(=O)(=O)c1ccc(O)c(NC(=O)CC2(CC(=O)O)CCCC2)c1,-23%,10
O=C(O)C1CC=CCC1C(=O)NCCc1csc(-c2ccccc2)n1 (stereo not given),?,nt
Cc1ccccc1C(=O)N[C@H](C(=O)OCC(=O)c1ccc[nH]1)C(C)C,-6%,-8
COc1cc(OC)c2c(OC)cccc2n1,?,nt
O=C(Nc1ncc(Cl)cn1)c1cccs1,?,nt
COc1ccc2c(c1)c(CC(=O)OC(C)C(=O)N(C)C)c(C)n2C(=O)c1ccc(Cl)cc1 (stereo not given),1.5µM*,-16*
CC(=O)NC(CCS(C)(=O)=O)C(=O)Nc1ccccc1Cl (stereo not given),-10%,10
Nn1c(SCC(=O)Nc2ccccc2F)nc2ccccc2c1=O,?,nt
O=C(CN1CCCC1c1cccs1)Nc1cccc(S(=O)(=O)N2CCCC2)c1 (stereo not given),?,nt
O=C(N/N=C/c1ccccc1[N+](=O)[O-])c1cccs1,16%,11
Cc1ccc(NC(=O)c2ccc(OCc3c(C)noc3C)cc2)cc1,?,nt
Brc1ccc(OCc2nnnn2-c2ccccc2)cc1,3%,5
CCOC(=O)N1CCN(C(=O)C(CC)c2ccccc2)CC1 (stereo not given),-6%,-24
C=CCN1c2ccccc2[C@]23C[C@@H](C(=O)OC)N(C(=O)c4ccco4)C2=NC(C(=O)OC)=C(C(=O)OC)[C@H]13,-4%,-5
CCCCCOc1ccc(C(=O)CCC(=O)N2CCCC2)cc1,?,nt
CCOC(=O)/C(=C/C1=CC(=C/N(C)C)/C(=O)O1)C(C)=O,-14%,10
Cc1ccc(-c2nc(CS(=O)(=O)CC(=O)Nc3cc(F)ccc3F)c(C)o2)cc1,?,nt
COCCN(C(=S)Nc1ccccc1C)C(C)c1cccs1 (stereo not given),?,nt
CC(=O)[C@H]1CC[C@H]2[C@@H]3CC=C4C[C@@H](O)CC[C@]4(C)[C@H]3CC[C@]12C,20%,nt
Cc1ccc(CNC(=O)CCS(=O)(=O)c2ccc(C)cc2)cc1,24%,nt
CCNS(=O)(=O)c1ccc(NC(=O)c2ccccc2SCCOC)cc1,-12%,-5
